NFkB transloc pot = enhances IL-1B driven NFkB nuclear translocation. 94,000 compounds, 0.3% hits. activation, % at 2 µM. HUVEC IL-1B NFkB p65 nuclear translocation imaging;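 active = activation above 40%, about the mean plus 3 SD, also judged a hit on visual image review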;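 also: percent activation is computed from the nuclear over cytoplasmic p65 intensity ratio; values of inactives mirror those of a sister screen read the other way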
Bcl-B displacement = displacers of TR3 peptide from Bcl-B, primary screen, selectivity assay for Bfl-1 inhibitor project, biochemical, fluorescence polarization; FP displacement of FITC-TR3 peptide from Bcl-B; higher % means a stronger effect; displacement, % at 20 µM, or IC50 in µM where a hit was titrated; 96,000 compounds, 0.11% hits; AID 748;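 active = displacement above 50% at 20 µM plus a fluorescence interference ratio under 1.5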;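 also: plate controls were wells without compound for no effect and wells lacking Bcl-B protein for full effect; a part of the inactive calls stands beside numbers as strong as those of hits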
PLAP inhibition = inhibition of human placental alkaline phosphatase – biochemical, luminescence, HTS (AID 690) | purified PLAP, luminescent substrate; higher % means a stronger effect | inhibition, % at 20 µM, or IC50 in µM where a hit was titrated | 96,000 compounds, 0.08% hits; in the data active = a potency from the dose series; inactive = the rest, 99 in 100 with inhibition below about 30%; also: strong numbers were not always called active
MRP reversal = MRP-mediated drug resistance reversal | H69AR cells + 2 uM doxorubicin, CellTiter-Glo, 72 h | differential viability (reversal), % at 10 µM | 85,000 compounds, 0.04% hits;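 active = viability drop by adding the cancer drug above about 55%, with treated viability meeting a 40% cutoff, limit read from the data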;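 also: viability without doxorubicin minus viability with 2 µM doxorubicin for each compound; larger differential means the compound sensitizes cells more to doxorubicin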
NFkB transloc inh = blocks IL-1B driven NFkB nuclear translocation in HUVEC cells. HUVEC IL-1B NFkB p65 nuclear translocation imaging. inhibition, % at 2 µM. 94,000 compounds, 0.43% hits;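 active = inhibition above about 30% together with a positive call from visual inspection of the well image, limit read from the data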;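 also: nuclear over cytoplasmic p65 intensity ratio measured by imaging; 0% = IL-1B stimulated DMSO wells and 100% = unstimulated DMSO wells; values of inactives mirror those of a sister screen read the other way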
MRP reversal cytotoxicity = recorded beside MRP reversal, whose call it bears; viability, %; H69AR cells, CellTiter-Glo, 72 h; measured here: cytotoxicity without doxorubicin
MRP reversal with doxorubicin = also measured in MRP reversal; calls as there; viability, %; measured here: viability with 2 uM doxorubicin; active compounds read low
NFkB transloc inh cell count 2 µM = also measured in NFkB transloc inh; calls as there; cell count; measured here: cells passing quality filter;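 raw number of nuclei counted in each imaged well without normalization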
NFkB transloc pot cell count 2 µM = second read-out of NFkB transloc pot, no call of its own (marks repeat the call); cell count; measured here: cells passing quality filter
* marks the source's active call; other numbers are inactive results; x = not tested or not shown. Some of the compounds tested; count on the stated rates, not on these rows.

SMILES	NFkB transloc pot	NFkB transloc pot cell count 2 µM	Bcl-B displacement	PLAP inhibition	MRP reversal	MRP reversal cytotoxicity	MRP reversal with doxorubicin	NFkB transloc inh	NFkB transloc inh cell count 2 µM
CCOC(=O)Cn1nc(/C=C/c2ccc(C)cc2)ccc1=O	18	148	-2%	-22%	x	x	x	-18	148
CCOc1cc(C=O)ccc1OCCCN1C(=O)NC(C)(C)C1=O	-3	129	18%	3%	7	87	80	3	129
Nc1nnc(SCc2cccc(C(F)(F)F)c2)s1	1	115	-6%	17%	-1	88	90	-1	115
COc1ccc(-c2nnc(SCCC(=O)O)n2-c2ccccc2)cc1OC	2	173	-9%	-40%	-11	78	90	-2	173
Cn1c(SCCOc2ccccc2Cl)nnc1-c1cccs1	16	154	x	x	7	83	76	-16	154
Cn1c(=O)oc2cc(S(=O)(=O)N3CCC(C(=O)N4CCN(c5ccccc5)CC4)CC3)ccc21	x	x	-3%	-41%	-9	95	104	x	x
COCc1cc(=O)n2[nH]c(C)cc2n1	x	x	6%	-14%	2	90	89	x	x
NC(=O)C1CCN(C(=O)c2ccc(Oc3ccccc3)cc2)CC1	-8	167	3%	8%	x	x	x	8	167
Cc1cc(Cl)ccc1Oc1nc(-c2ccccc2)ncc1S(C)(=O)=O	-2	114	-2%	-1%	x	x	x	2	114
Cc1cccc(C)c1N1CCN(S(=O)(=O)c2ccc(F)cc2)CC1	4	159	-3%	-4%	7	93	86	-4	159
N#Cc1c(N)nc2c3c(sc(=N)c2c1N)NC(=O)CC3c1ccccc1Cl (configuration not stated)	x	x	-17%	11%	26	113	88	x	x
O=C(Nc1cccc2ccccc12)c1cn(-c2ccccc2)nc1-c1cccs1	-3	154	2%	-2%	-1	97	98	3	154
C=CCn1c(SCC(=O)NCC(=O)OCC)nnc1-c1cccc(OC)c1	-6	180	2%	20%	-7	87	94	6	180
CCOC(=O)CC(C#N)c1c[nH]c2ccccc12 (configuration not stated)	16	174	6%	14%	10	83	72	-16	174
O=c1cc[nH]c2cc(C(F)(F)F)ccc12	20	99	6%	15%	14	103	89	-20	99
O=C1CN(C(=O)c2cnccn2)c2ccccc2N1	-1	148	7%	-3%	0	107	107	1	148
c1ccc2c(c1)ncn2CCCCOc1ccc2c(c1)CCC2	7	73	-2%	-74%	3	77	74	-7	73
O=S(=O)(Nc1nccs1)c1ccc(NS(=O)(=O)c2cccs2)cc1	-2	102	-7%	-23%	9	102	93	2	102
O=C(CSc1nnc(-c2ccccn2)n1Cc1ccccc1)NC1CCCC1	-6	176	-2%	7%	12	89	77	6	176
Cc1nn(CC(=O)NCCN2CCOCC2)c(=O)c2ccccc12	-11	88	-7%	3%	-1	96	97	11	88
CCN(CC)C(=O)CSc1nnc(CCNC(=O)OC(C)(C)C)o1	10	86	0%	1%	x	x	x	-10	86
O=C(CN1CCCCC1)N1CCN(C(=O)CN2CCCCC2)CC1	x	x	8%	9%	-18	82	99	x	x
CC12CCC(C(=O)NCc3ccco3)(OC1=O)C2(C)C (configuration not stated)	20	143	-6%	3%	7	110	103	-20	143
CCCn1cnc2cc(NCc3cccc(OC)c3O)ccc21	-10	133	2%	-171%	-18	88	105	10	133
Oc1c(Cl)cc(Cl)cc1C=Nc1ccc2c(c1)OCCO2	-1	177	-13%	16%	-20	87	107	1	177
COc1ccc(-c2cc(C(F)(F)F)n3nc(C(=O)NCc4ccco4)cc3n2)cc1OC	14	150	-11%	-34%	-12	54	66	-14	150
CN(C)S(=O)(=O)Nc1ccc(NS(=O)(=O)N(C)C)c(S(=O)(=O)c2ccccc2)c1	-2	115	30%	5%	9	94	85	2	115
N#CC1=C(N)N(c2ccccc2)C(c2cccc([N+](=O)[O-])c2)C1(C#N)C#N (configuration not stated)	7	140	5%	17%	-23	10	33	-7	140
CCc1c(C)c2ccc(OCC(=O)OC(C)C)c(C)c2oc1=O	25	162	-8%	8%	11	95	84	-25	162
CCCCC(=O)Nc1ccc(NC(=O)C2CC2)cn1	10	184	-2%	14%	11	102	91	-10	184
c1ccc(N2CCN(c3nc4cc5c(cc4s3)OCO5)CC2)cc1	6	121	0%	-1%	-15	84	100	-6	121
O=C(NCC(=O)N(c1ccc2c(c1)OCO2)C(C(=O)NC1CCCC1)c1cccs1)c1ccco1 (configuration not stated)	-6	187	0%	-4%	11	103	92	6	187
Cc1ccccc1OCCCCn1cnc2ccccc21	-1	142	6%	-16%	0	74	74	1	142
Cc1cccc(C)c1OCc1nnc(SCC(=O)Nc2nccs2)n1-c1ccccc1	11	150	-3%	-4%	-17	20	36	-11	150
COc1ccc(-c2nn(-c3ccccc3)cc2/C=N/NS(=O)(=O)c2ccccc2)cc1	14	164	14%	-14%	x	x	x	-14	164
COc1ccnc(N=CNOCc2cccc(Cl)c2Cl)c1C#N	x	x	0%	10%	13	90	77	x	x
CC(=O)N1CCN(C(C)=O)C1c1ccccc1	-1	51	-9%	16%	7	106	98	1	51
CCCCOC(=O)Nc1nnc(CCc2ccccc2)s1	25	170	-2%	-82%	-6	90	96	-25	170
COC(=O)c1ccc(COC(=O)c2ccc(N(C)C)cc2)cc1	10	111	-5%	-9%	11	99	87	-10	111
Cc1noc(C)c1S(=O)(=O)N1CCC(C(=O)N2CCN(C3CCCC3)CC2)CC1	-3	113	-4%	-51%	x	x	x	3	113
COC(=O)c1nn(-c2ccccc2)c(Sc2ccc(OC)cc2)c1/C=N/O	0	158	7%	-17%	x	x	x	0	158
CCCn1c(=NC(C)=O)c(C#N)cc2c(=O)n3cccc(C)c3nc21	7	164	x	x	5	67	63	-7	164
CCC(C)(C)n1nnnc1CN1CCC(NC(=O)c2ccc(Br)cc2)CC1	-1	179	x	x	5	79	73	1	179
CS(=O)(=O)N1N=C(c2ccc(Br)cc2)CC1c1cccs1 (configuration not stated)	5	79	-4%	24%	19	113	94	-5	79
Cn1cc(C(=O)c2ccccc2)cc1-c1nc2ccccc2n1C	-25	132	-6%	-45%	-11	69	80	25	132
Cc1cc(C)c(C#N)c(SCCS(=O)(=O)c2ccc(C(C)(C)C)cc2)n1	-12	141	1%	43%	-13	78	91	12	141
Oc1ccc(Br)cc1-c1cc(-c2ccc(Cl)cc2)n[nH]1	0	194	1%	-29%	-8	54	62	0	194
CCC(=O)Nc1ccc(N2CCCCC2)c(C(=O)Nc2ccccc2C)c1	-2	167	0%	-8%	0	81	81	2	167
COc1ccc(C(=O)OC(C(=O)c2ccccc2)c2ccccc2)cc1 (configuration not stated)	-3	129	0%	9%	x	x	x	3	129
Cc1cccc(NC(=O)CSCc2c(C)noc2C)c1C	8	193	8%	8%	-82	62	144	-8	193
Following part
SMILES	NFkB transloc pot	NFkB transloc pot cell count 2 µM	Bcl-B displacement	PLAP inhibition	MRP reversal	MRP reversal cytotoxicity	MRP reversal with doxorubicin	NFkB transloc inh	NFkB transloc inh cell count 2 µM
CCOC(=O)C1CCN(S(=O)(=O)c2cccc(-c3cn4ccccc4n3)c2)CC1	13	116	-4%	-6%	2	90	88	-13	116
O=c1[nH]nc(CNc2ccc(O)cc2)c2ccccc12	3	123	33%	18%	-9	76	85	-3	123
C=CCNC(=O)C12CC3CC(C1)CC(C(=O)NCC=C)(C3)C2	12	128	x	x	-9	99	108	-12	128
CCc1ccc(C2CC(c3cccc(OC)c3)n3nc(N)nc3N2)cc1 (configuration not stated)	x	x	-2%	-44%	8	88	80	x	x
CC(C)Nc1ncnc2c1cnn2-c1ccc(Cl)cc1	x	x	-1%	-8%	-5	65	70	x	x
CCc1ccccc1NC(=O)CN(c1cccc(OC)c1)S(C)(=O)=O	11	170	0%	2%	8	94	86	-11	170
O=c1[nH]n(-c2ccccc2)c(=O)c2ccccc12	x	x	-5%	7%	4	97	93	x	x
COc1ccc2cc(C3(C)NC(=O)N(CC(=O)NCCC4=CCCCC4)C3=O)ccc2c1 (configuration not stated)	2	154	-5%	-24%	x	x	x	-2	154
CCOC(=O)N1CCN(C(=O)c2ccccc2CCc2ccccc2)CC1	18	30	-18%	-50%	-27	72	99	-18	30
Cc1cccc2cc(CN(Cc3ccc(F)cc3)C(=O)N(C)C)c3nnnn3c12	3	101	1%	-57%	-3	68	70	-3	101
CC(=O)Nc1ccc(OCC(O)Cn2c3ccccc3c3ccccc32)c(C)c1 (configuration not stated)	0	104	-3%	0%	x	x	x	0	104
Nc1ccc2oc3ccc(N)cc3c(=O)c2c1	10	160	39%	22%	2	91	90	-10	160
COc1ccc(CNC(=O)CSc2nnc(C)s2)cc1	x	x	4%	4%	11	93	81	x	x
Cc1cc(C)cc(N(C(C)C(=O)NCCC2=CCCCC2)S(C)(=O)=O)c1 (configuration not stated)	12	175	7%	-76%	-21	46	67	-12	175
CCN(CC)S(=O)(=O)c1ccc(C(=O)NCc2n[nH]c(=S)n2-c2ccccc2OC)cc1	12	205	-8%	-62%	1	103	102	-12	205
COc1ccc(C)cc1-n1nnnc1SC/C(O)=C(\C#N)c1nc2ccccc2[nH]1	-5	105	-17%	-65%	2	51	49	5	105
CC(=O)c1cc(C)ccc1OC(=O)c1ccco1	32	94	-1%	7%	19	102	83	-32	94
COc1ccc(S(=O)(=O)N(C)CC(=O)NCCC2=CCCCC2)cc1	8	162	25%	3%	26	111	85	-8	162
CC(C)NS(=O)(=O)c1ccc(Oc2ncc(C(F)(F)F)cc2Cl)cc1	4	149	-3%	9%	x	x	x	-4	149
CCCNC(=O)COC(=O)c1ccc(OCC(=O)Nc2ccccc2OC)c(OC)c1	2	164	-6%	18%	x	x	x	-2	164

Ordered by number of heavy atoms (high to low): 4 of the compounds above
SMILES	NFkB transloc pot	NFkB transloc pot cell count 2 µM	Bcl-B displacement	PLAP inhibition	MRP reversal	MRP reversal cytotoxicity	MRP reversal with doxorubicin	NFkB transloc inh	NFkB transloc inh cell count 2 µM
CCN(CC)S(=O)(=O)c1ccc(C(=O)NCc2n[nH]c(=S)n2-c2ccccc2OC)cc1	12	205	-8%	-62%	1	103	102	-12	205
CC(=O)Nc1ccc(OCC(O)Cn2c3ccccc3c3ccccc32)c(C)c1 (configuration not stated)	0	104	-3%	0%	x	x	x	0	104
COc1ccc(CNC(=O)CSc2nnc(C)s2)cc1	x	x	4%	4%	11	93	81	x	x
CC(=O)c1cc(C)ccc1OC(=O)c1ccco1	32	94	-1%	7%	19	102	83	-32	94

Following part
SMILES	NFkB transloc pot	NFkB transloc pot cell count 2 µM	Bcl-B displacement	PLAP inhibition	MRP reversal	MRP reversal cytotoxicity	MRP reversal with doxorubicin	NFkB transloc inh	NFkB transloc inh cell count 2 µM
CCCNS(=O)(=O)c1cccc(C(=O)NC2CCCc3ccccc32)c1 (configuration not stated)	1	136	-3%	-4%	x	x	x	-1	136
O=C(Cn1nc(-c2ccccc2)c2ccccc2c1=O)Nc1ccc2c(c1)nc1n2CCOC1	4	87	7%	-1%	3	29	26	-4	87
C=CCOCC(O)CS(=O)(=O)Cc1ccc(Cl)cc1 (configuration not stated)	5	178	5%	20%	13	90	77	-5	178
CCOC(=O)NC(=O)CSc1nc(C)cc(C)c1C#N	x	x	-10%	17%	-4	84	89	x	x
CCN(c1c(C)n(C)n(-c2ccccc2)c1=O)S(C)(=O)=O	17	116	-9%	-3%	17	90	73	-17	116
CCOC(=O)c1cccc(NC(=O)C2CCN(S(=O)(=O)c3cccs3)CC2)c1	-12	59	-1%	-24%	-34	45	79	12	59
CCOC(=O)N1CCN(Cc2cccs2)CC1	7	69	-7%	-2%	6	103	97	-7	69
CC(C(=O)Nc1nccs1)N1C(=O)C2CC=CCC2C1=O (configuration not stated)	19	92	-9%	18%	5	103	98	-19	92
CCOC(=O)C(=O)/C(=C\N(C)C)c1onc(-c2ccccc2)c1C(=O)OC	-1	133	-4%	-63%	x	x	x	1	133
